# TRb SRC2 PPI = qHTS for Inhibitors of the Interaction of Thyroid Hormone Receptor and Steroid Receptor Coregulator 2. Thyroid hormone receptor beta (Homo sapiens), P10828. TRbeta-SRC2 peptide binding, fluorescence polarization; receptor liganded with 1 µM T3. Potency, µM (titrated, usually from 106 µM), for inactives: top-dose activity change, negative = inhibition, hits mostly inhibitors. hit rate 0.065% among 280,000. AID 1469, 2008; active means well fitted inhibition curve with a large enough effect; inconclusive means small, poorly fitted or top-dose-only effect, or effect the other way;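 further: plate controls were bound peptide for no effect and peptide without receptor for full effect; nearly all actives have a fitted effect of over 50% in size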
# Target sequence (P10828 whole entry, looked up): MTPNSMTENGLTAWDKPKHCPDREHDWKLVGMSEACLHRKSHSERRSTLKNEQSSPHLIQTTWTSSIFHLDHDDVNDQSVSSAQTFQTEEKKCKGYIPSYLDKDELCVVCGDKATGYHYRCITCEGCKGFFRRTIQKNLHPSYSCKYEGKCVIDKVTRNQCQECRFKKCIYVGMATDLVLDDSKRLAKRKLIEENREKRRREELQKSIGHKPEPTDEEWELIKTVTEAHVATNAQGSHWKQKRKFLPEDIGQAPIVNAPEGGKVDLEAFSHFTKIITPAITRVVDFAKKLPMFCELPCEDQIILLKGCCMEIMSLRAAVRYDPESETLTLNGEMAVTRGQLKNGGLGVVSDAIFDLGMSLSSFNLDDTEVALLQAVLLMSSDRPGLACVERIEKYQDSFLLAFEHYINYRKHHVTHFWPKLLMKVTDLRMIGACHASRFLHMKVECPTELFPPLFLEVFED
#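 A fluorescence polarization screen tested compounds at multiple concentrations against complex formation between 0.6 uM TRb ligand-binding domain and 20 nM Texas Red SRC2 peptide, with 1 uM T3 present; readout after 5 hr.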
# TexasRed fluor = Total Fluorescence Counterscreen for Inhibitors of the Interaction of Thyroid Hormone Receptor and Steroid Receptor Coregulator 2; TRb/SRC2 Texas Red total fluorescence interference; Potency, µM (series often up to 106 µM), inactives show top-dose fluorescence change, negative = quenching; hit rate 0.29% among 280,000; active means well fitted curve in either direction with a large enough effect; inconclusive means small, poorly fitted or top-dose-only effect
#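 Human TRβ ligand-binding domain (0.6 uM) and Texas Red SRC2 peptide (20 nM) in Tris buffer with 1 uM T3 and 5% DMSO were incubated with pinned compound for 5 hr at ambient temperature. Total fluorescence was computed as S + 2P (555/632 nm).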
# Lamin A splicing = qHTS Assay for Modulators of Lamin A Splicing | HeLa LMNA splicing GFP/RFP minigene ratio, 48 h | Potency, µM (series often up to 46.1 µM), inactives show at the highest dose ratio change, negative = inhibition, most hits filed as inhibitors | hit rate 0.01% among 200,000; active means well fitted inhibition curve with a large enough effect in the signal ratio, with a control signal flat, not every such curve was filed as active; inconclusive means small, poorly fitted or top-dose-only effect, or effect the other way, or a change in a side signal; the % refers to the signal ratio
#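 S3 HeLa cells stably expressing lamin A-EGFP splicing minigene plus DsRed2, 600 cells/well, 48 h compound exposure at 37C. Laser-scanning cytometry; analysed as GFP (500-530 nm)/RFP (575-640 nm) total intensity ratio; 0.5% DMSO vehicle.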
# * = called active by the depositor; ? = inconclusive; [ ] = another dose, or the depositor's remark. Unless noted, on the % scale 0 is the no-effect control and ±100 the full control effect; potency means the concentration at half of the fitted maximal effect.
SMILES,TRb SRC2 PPI,TexasRed fluor,Lamin A splicing
Cc1ccc(Cl)cc1NCc1nnc2n1CCCCC2,2%,0%,-6%[46 µM]
COc1ccc(CNC(=O)c2ccc3nc(CCc4ccccc4)oc3c2)cc1OC,-3%,0%,-1%[46 µM]
COc1ccc(-n2c(SCC(=O)N3CCc4ccccc43)nc3c([nH]c4ccccc43)c2=O)cc1,6%,-7%,5%[46 µM]
COc1cc(F)c(S(=O)(=O)Nc2c(C)n(C)n(-c3ccccc3)c2=O)cc1OC,4%,0%,18%[46 µM]
Fc1ccc(-n2ncc3c(Nc4ccc5c(c4)OCCO5)ncnc32)cc1,-6%,-2%,8%[46 µM]
CC(=O)N1CCCc2ccc(NS(=O)(=O)c3ccc(F)cc3F)cc21,-3%,-1%,6%[46 µM]
O=C(NCC(c1ccc2c(c1)OCO2)N1CCOCC1)C(=O)Nc1ccccc1 (stereo unspecified),4%,-2%,8%[46 µM]
COc1cccc(CNC(=O)C(=O)NCC(c2ccc3c(c2)OCO3)N2CCOCC2)c1 (stereo unspecified),3%,-2%,?
CCc1ccc(NC(=O)Cn2nnc(C(=O)Nc3cc(C)ccc3OC)c2N)cc1,-1%,0%,?
CC1CCN(c2nnc(-n3cccc3CNc3cccc(F)c3)s2)CC1,8%,-7%,-10%[46 µM]
COC(=O)C1CCN(S(=O)(=O)c2ccc(N3CCCCS3(=O)=O)cc2)CC1,0%,-1%,-8%[46 µM]
COC(=O)c1ccc(Cl)cc1NC(=O)N1CCC(CN2CCCC2)CC1,-1%,-4%,7%[46 µM]
CCOc1cccc(C2c3[nH]c4ccccc4c3CCN2C(=O)CSc2ccccc2)c1 (stereo unspecified),-1%,-2%,0%[46 µM]
CCCn1c2ccccc2c2cnn(CC(=O)NCCCN3CCCCC3CC)c(=O)c21 (stereo unspecified),-2%,?,-11%[46 µM]
CC1CCN(S(=O)(=O)c2ccc3c(c2)N(CC(=O)NCCCN2CCCCC2C)C(=O)CS3)CC1 (stereo unspecified),3%,-2%,0%[46 µM]
COc1ccccc1Cc1nc2ccccc2nc1SCC(=O)N1CCCCC1,-4%,-2%,-20%[46 µM]
O=C(COc1ccc(Cl)cc1)Nc1ccc(C(=O)OCc2cc(=O)n3ccsc3n2)cc1,-4%,-1%,-12%[46 µM]
O=C(Nc1ccc(Cl)cc1)c1cnn2c1NC(c1ccccc1)=CC2c1ccccc1 (stereo unspecified),0%,4%,?
COc1ccccc1CNC(=O)c1c[nH]c2ccc(S(=O)(=O)Nc3cc(C)cc(C)c3)cc2c1=O,-4%,-11%,?
COc1cccc(NC(=O)C2CCCN(S(=O)(=O)c3ccc4[nH]c(=O)ccc4c3)C2)c1 (stereo unspecified),3%,-5%,-2%[46 µM]

# Next section, starting with the last 5 of the part before.
SMILES,TRb SRC2 PPI,TexasRed fluor,Lamin A splicing
COc1ccccc1Cc1nc2ccccc2nc1SCC(=O)N1CCCCC1,-4%,-2%,-20%[46 µM]
O=C(COc1ccc(Cl)cc1)Nc1ccc(C(=O)OCc2cc(=O)n3ccsc3n2)cc1,-4%,-1%,-12%[46 µM]
O=C(Nc1ccc(Cl)cc1)c1cnn2c1NC(c1ccccc1)=CC2c1ccccc1 (stereo unspecified),0%,4%,?
COc1ccccc1CNC(=O)c1c[nH]c2ccc(S(=O)(=O)Nc3cc(C)cc(C)c3)cc2c1=O,-4%,-11%,?
COc1cccc(NC(=O)C2CCCN(S(=O)(=O)c3ccc4[nH]c(=O)ccc4c3)C2)c1 (stereo unspecified),3%,-5%,-2%[46 µM]
CCOc1cc(-c2ccc(OC(=O)c3ccccc3Cl)c(OC)c2)cc(=O)c2c(C)oc(C)c12,-13%,?,-18%[46 µM]
Cc1nc(SC(C)C(=O)Nc2ccccc2Cl)cc(-c2ccccc2)n1 (stereo unspecified),-3%,4%,?
CCCc1nn2c(=O)cc(COC(=O)c3ccc4c(c3)OCO4)nc2s1,-8%,0%,1%[46 µM]
CCc1ccc(NC(=O)NCCc2c(C)nn(C)c2C)cc1,-4%,1%,10%[46 µM]
CCOc1ccc(CN2C(=O)c3ccccc3Sc3ccc(C(=O)O)cc32)cc1,10%,1%,-29%[46 µM]
CC(C)Oc1ccc(C(=O)N2CCC(c3nc4ccccc4o3)CC2)cc1,-5%,9%,5%[46 µM]
COc1cccc(NC(=O)N2CCN3CCCCC3C2)c1 (stereo unspecified),2%,-16%,10%[46 µM]
O=C(COc1ccccc1)Nc1nnc(S(=O)(=O)N2CCCC2)s1,3%,-4%,13%[46 µM]
Cc1ccc(-c2nn(CC(=O)NC3CCCC3)c3c2cnc2ccc(F)cc23)cc1C,2%,0%,10%[46 µM]
Cc1ccc(C)c(N2CCN(S(=O)(=O)c3c(C(=O)N4CCC(C)CC4)c(C)n(C)c3C)CC2)c1,3%,-2%,-4%[46 µM]
Cc1ccc(OCC(=O)Nc2ccc(Cl)c(-c3nc4ncccc4o3)c2)cc1C,-4%,-1%,?
COc1ccc(Cc2nnc(C(=O)NCCCN3CCN(c4ccccc4F)CC3)o2)cc1OC,-8%,-22%,-7%[46 µM]
CN1CCN(CCCNC(=O)Cn2c(-c3cccs3)cc3cc(Cl)ccc32)CC1,-3%,-18%,-6%[46 µM]
CCOc1ccccc1NC(=O)c1c(NCc2cccs2)sc2c1CCCCC2,-3%,-6%,?
Cc1cn2c(=O)cc(COC(=O)c3ccc(NC(=O)c4ccc(F)cc4)cc3)nc2s1,1%,0%,-16%[46 µM]
COc1ccc(C(=O)NNc2ncnc3c2cnn3-c2ccc(C)c(Cl)c2)cc1,5%,-2%,?
CC(=O)Nc1ccc(S(=O)(=O)N2CCN(c3ccccc3)CC2)cc1,-1%,-4%,4%[46 µM]
Cc1cc(C)cc(-n2ccn(CC(=O)NCCc3ccccc3)c(=O)c2=O)c1,-1%,2%,?
CCOc1ccccc1NC(=O)C1CCN(S(=O)(=O)c2cccc3nonc23)CC1,4%,0%,23%[46 µM]
COC(=O)C(CCSC)NC(=O)Cn1ncc2c([nH]c3ccccc32)c1=O (stereo unspecified),10%,5%,-5%[46 µM]

# An excerpt of these results, tab-delimited:
SMILES	TRb SRC2 PPI	TexasRed fluor	Lamin A splicing
COC(=O)C(CCSC)NC(=O)Cn1ncc2c([nH]c3ccccc32)c1=O (stereo unspecified)	10%	5%	-5%[46 µM]
CC(=O)Nc1ccc(S(=O)(=O)N2CCN(c3ccccc3)CC2)cc1	-1%	-4%	4%[46 µM]

# (listing goes on)
SMILES,TRb SRC2 PPI,TexasRed fluor,Lamin A splicing
CN1CCN(C2(CNC(=O)c3ccc(C(C)(C)C)cc3)CCCCC2)CC1,-5%,2%,?
O=C(Oc1ccccc1Cl)c1cc(-c2ccc3c(c2)OCCO3)on1,0%,-13%,12%[46 µM]
Cc1cc(C)cc(NC(=O)c2cc(S(=O)(=O)N3CCC(C)CC3)cn2C)c1,-2%,?,-7%[46 µM]
Cc1c(C(=O)Nc2ccccc2)sc2nc(-c3cc4cc(Cl)ccc4oc3=O)[nH]c(=O)c12,6%,-26%,5%[46 µM]
O=c1ccc2cc(S(=O)(=O)Nc3ccc(F)c(Cl)c3)ccc2[nH]1,1%,3%,2%[46 µM]
Cc1cc(C)c2nc(NC(=O)c3ccc(S(=O)(=O)N4CCc5ccccc54)cc3)sc2c1,-4%,6%,-2%[46 µM]
CN(C(=O)C1CCN(c2ncnc3c2nc2n3CCCCC2)CC1)c1ccccc1F,1%,3%,-3%[46 µM]
COC(=O)c1cccc(Nc2c(-c3cc(Br)ccc3O)nc3nc[nH]n23)c1,-2%,-3%,-14%[46 µM]
CCCC(=O)NC1CC(=O)N(c2ccc3c(c2)OCCO3)C1 (stereo unspecified),-3%,-1%,11%[46 µM]
COC(=O)CC1c2cc(OC)c(OC)cc2CCN1C(=O)Nc1ccc(C)cc1Cl (stereo unspecified),0%,-3%,0%[46 µM]
COc1cccc(CNC(=O)CSc2nc(=O)[nH]c3c2CCCC3)c1,6%,-1%,4%[46 µM]
Cc1nc2ccc(S(=O)(=O)N(CC(=O)Nc3cccc(Cl)c3)Cc3ccccc3)cc2s1,4%,-8%,?
CCOC(=O)N1CCc2c(sc(NCc3ccc(OCC)cc3)c2C(=O)Nc2ccc(OC)cc2OC)C1,3%,-2%,-4%[46 µM]
CSc1nc2c(sc3ccccc32)c(=O)n1Cc1ccc(C)cc1,-8%,1%,?
COc1cc(OC)c(OC)cc1CNCCSc1nnnn1-c1ccccc1,-1%,-7%,19%[46 µM]
COc1ccc(N(Cc2cccs2)C(=O)c2ccco2)cc1,-2%,-2%,6%[46 µM]
Cc1nnc(N2CCN(C(=O)NC(C)C)CC2)c2nn(-c3ccccc3)c(C)c12,-3%,0%,6%[46 µM]
COc1ccc(OC)c(NC(=O)c2c(NCc3ccc(C)o3)sc3c2CCCCC3)c1,0%,-2%,?
Cc1cc(C)c(S(=O)(=O)NCC(c2cccs2)S(=O)(=O)c2ccccc2)c(C)c1 (stereo unspecified),-5%,0%,?
Cc1c(C(=O)N2CCCCC2)c(S(=O)(=O)NCc2ccc(N(C)C)cc2)c(C)n1C,-9%,-3%,7%[46 µM]
COC(=O)c1sccc1S(=O)(=O)N(CC(=O)Nc1cccc(C)c1C)c1ccc(C)c(C)c1,1%,4%,-24%[46 µM]
CC1CCN(c2ncnc3c2c(-c2ccccc2)cn3-c2ccc(Br)cc2)CC1,9%,-3%,?
CCN1CCN(c2cc3c(cc2F)c(=O)c(S(=O)(=O)c2cc(C)cc(C)c2)cn3CC)CC1,-2%,3%,?
O=C(NCCc1ccccc1)c1ccc2c(c1)N(Cc1ccc(F)cc1)C(=O)c1ccccc1S2,-1%,-7%,4%[46 µM]
O=C(NCCc1ccccc1)c1cc(Sc2ccc(F)cc2F)nc2ccccc12,-1%,-2%,?
Cc1oc2ncn(C)c(=O)c2c1C(=O)NCCCN1CCCCC1C (stereo unspecified),7%,-21%,?
Cc1cc(C)cc(-n2c(SCC(=O)N3CCCCC3)nc3c([nH]c4ccccc43)c2=O)c1,5%,-3%,2%[46 µM]
Cc1ccc(S(=O)(=O)C(CNS(=O)(=O)c2ccc(F)c(C)c2)c2cccs2)cc1 (stereo unspecified),-8%,-2%,12%[46 µM]
COc1cccc(C(c2sc3nc(-c4ccco4)nn3c2O)N2CCC(O)CC2)c1 (stereo unspecified),1%,1%,5%[46 µM]
CCOc1ccc(-n2ccnc2SCC(=O)Nc2cccc3ccccc23)cc1,6%,-2%,?
COc1cccc(CNC(=O)CCCN2C(=O)CSc3c2c(C)nn3-c2ccccc2)c1,-3%,-4%,-5%[46 µM]
COc1ccc(CNC(=O)C(=O)NCC(c2ccco2)S(=O)(=O)c2ccc(Cl)cc2)cc1 (stereo unspecified),8%,0%,-2%[46 µM]
O=C(Cc1ccccc1)NC1CC(=O)N(c2ccccc2)C1 (stereo unspecified),4%,1%,12%[46 µM]
CCc1ccccc1NC(=O)c1cc(S(=O)(=O)NCCc2ccc(OC)c(OC)c2)ccc1F,-1%,0%,-4%[46 µM]
CC(C)(C)OC(=O)N1CCC(c2c(C(=O)N3CCN(c4ccccc4F)CC3)cnn2C(C)(C)C)CC1,-4%,?,4%[46 µM]
CCC(C(=O)OCc1cc(=O)n2nc(CCOC)sc2n1)c1ccccc1 (stereo unspecified),-5%,-2%,-9%[46 µM]
CCn1cc(S(=O)(=O)c2cccc(Cl)c2)c(=O)c2cc(F)c(N3CCN(c4ccccc4)CC3)cc21,5%,6%,7%[46 µM]
CC(Oc1ccc(F)cc1)C(=O)N1CCC(c2nc3ccccc3s2)CC1 (stereo unspecified),1%,-51%,?
Cc1cc(F)ccc1NC(=O)CCS(=O)(=O)c1ccc2c(c1)NC(=O)CO2,2%,-2%,?
CCc1cnc2c(c1SCC(=O)N1CCC(C)CC1)c(=O)n(C)c(=O)n2C,-10%,1%,-2%[46 µM]
O=C(CCC1N=C2c3ccccc3N=C(SCc3ccccc3F)N2C1=O)NCc1ccccc1 (stereo unspecified),2%,-6%,10%[46 µM]
COc1cc(NC(=O)CSc2nc3nc(C)c(Cc4ccccc4Cl)c(C)n3n2)cc(OC)c1,2%,-3%,5%[46 µM]
O=C(NCc1ccc(F)cc1)c1cc(Sc2ccc(F)cc2F)nc2ccccc12,-3%,-2%,?
COc1ccc(NC(=O)CN2C(=O)c3cccnc3Sc3ccccc32)cc1OC,2%,2%,2%[46 µM]

# The list is partial; rates above refer to the full screens.
